TRPC6 activator = mouse TRPC6 channel activation; HEK293-TRPC6 membrane potential dye fluorescence; stronger effect = higher value; B-score at 10 µM; 0.13% of 310,000 active;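 active means B-score of the integrated fluorescence ratio above library mean plus 3 SD, and starting fluorescence ratio within library mean plus 5 SD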;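 further: higher score means more depolarization so channel activation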
Target sequence (Q61143 whole entry, looked up): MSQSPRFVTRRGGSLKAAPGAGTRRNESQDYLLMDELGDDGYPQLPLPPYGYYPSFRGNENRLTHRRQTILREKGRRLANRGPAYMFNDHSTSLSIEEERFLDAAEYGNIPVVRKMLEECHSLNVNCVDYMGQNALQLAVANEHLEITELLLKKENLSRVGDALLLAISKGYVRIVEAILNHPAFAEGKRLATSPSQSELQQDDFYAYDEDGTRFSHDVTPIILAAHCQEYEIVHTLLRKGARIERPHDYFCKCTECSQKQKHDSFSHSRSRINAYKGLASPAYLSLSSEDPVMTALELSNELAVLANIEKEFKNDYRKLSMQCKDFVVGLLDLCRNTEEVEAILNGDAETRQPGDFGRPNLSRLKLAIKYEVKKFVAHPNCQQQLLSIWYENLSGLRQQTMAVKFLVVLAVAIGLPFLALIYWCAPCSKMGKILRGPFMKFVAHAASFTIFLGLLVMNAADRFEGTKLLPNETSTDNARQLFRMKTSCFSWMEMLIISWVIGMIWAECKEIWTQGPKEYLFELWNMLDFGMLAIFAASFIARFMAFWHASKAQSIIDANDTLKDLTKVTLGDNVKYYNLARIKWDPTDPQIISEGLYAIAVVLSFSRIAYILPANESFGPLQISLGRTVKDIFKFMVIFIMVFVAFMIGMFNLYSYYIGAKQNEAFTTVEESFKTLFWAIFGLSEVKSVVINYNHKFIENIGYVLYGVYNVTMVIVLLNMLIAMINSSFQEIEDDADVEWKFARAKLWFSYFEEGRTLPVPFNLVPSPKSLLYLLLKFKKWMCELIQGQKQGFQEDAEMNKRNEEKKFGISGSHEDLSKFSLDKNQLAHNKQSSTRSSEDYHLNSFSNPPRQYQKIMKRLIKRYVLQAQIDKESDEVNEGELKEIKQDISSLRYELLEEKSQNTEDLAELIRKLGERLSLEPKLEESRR
TRPC6 inh = blocks the mouse TRPC6 cation channel. 1.1% of 310,000 active. B-score at 10 µM. HEK293-TRPC6, membrane potential dye, ACh-evoked depolarization; stronger effect = lower value. Q61143. AID 2553;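 active means B-score under library mean minus 3 SD, initial fluorescence not abnormally high, positive integrated signal ratio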;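 further: B-score derived from integrated fluorescence ratio over the kinetic read; more negative B-score means stronger inhibition of depolarization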
MrgX1 antag = antagonists of human MrgX1 receptor. MRGX1-HEK293 calcium flux, Fluo-4, BAM8-22 antagonism; stronger effect = lower value. B-score at 10 µM. 1.3% of 310,000 active;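 active means calcium-response B-score plate-corrected more than 3 library SD below zero, starting fluorescence within 5 deviations, no agonist response on first addition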;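 further: peak minus trough fluorescence over baseline after final BAM8-22 challenge near maximal dose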
aSyn UTR inh = MLPCN primary screen, SNCA 5' untranslated region. alpha-synuclein 5'UTR reporter, inhibitor activity. inhibition, % (tested at 7.5 µM). 0.82% of 300,000 active; in the data active means inhibition above about 60%;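 further: H4 neuroglioblastoma cells stably carrying SNCA 5'UTR luciferase fusion; 0% = DMSO wells and 100% = positive control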
TRPC4 potent = allosteric potentiators of mouse TRPC4 channel; Q9QUQ5; HEK293 TRPC4beta/mu-opioid, DAMGO EC20, Fluo-4 Ca2+ flux; stronger effect = higher value; B-score at 10 µM; 0.42% of 310,000 active; AID 2227;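 active means B-score of calcium response area above 5 SD of library B-scores, with initial fluorescence ratio within 5 SD of library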;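 further: B-score of integrated fluorescence ratio over time as area under calcium response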
TRPC4 agonist = opens the mouse TRPC4 cation channel | AID 2237 | 0.49% of 310,000 active | Q9QUQ5 | B-score at 10 µM | HEK293 TRPC4beta/mu-opioid, Fluo4 calcium fluorescence; stronger effect = higher value;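 active means B-score above 5 SD of library B-scores, and initial fluorescence ratio not above library mean plus 5 SD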;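 further: positive B-score marks a calcium rise read as TRPC4 activation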
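System: HEK293 cells stably co-expressing mouse TRPC4beta and mu-opioid receptor; Schedule: Fluo4 dye loading 45 min at room temperature, 110 s recording; Detection: Fluo4 fluorescence, kinetic; Evaluation: B-scored integrated calcium fluorescence ratio; Controls: buffer (low) and maximal DAMGO (high).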
HIF act = HIF pathway transcriptional activation. U2OS HRE-luciferase reporter, luminescence; normalized: DMSO 0%, desferrioxamine 100%. activation, % at 7.5 µM (by protocol). 0.32% of 300,000 active;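 active means mean activation of at least 10% of the iron chelator positive control signal, with at least half of replicates also reaching 10%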
IEC-6 tox = kills IEC-6 intestinal cells in KLF5 counter-screen | IEC-6 cytotoxicity, luminescence viability | inhibition, % at 5 µM | 0.78% of 290,000 active | AID 1825; in the data active means inhibition above about 22%;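 further: 0% = plate median of test compound wells and 100% = cytotoxic reference compound wells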
KLF5 inhibitor = inhibitors of KLF5 expression. AID 1700. inhibition, % at 5 µM. 0.23% of 290,000 active. DLD-1 KLF5 promoter-luciferase reporter, luminescence;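 active means inhibition above a per-plate limit of that plate's mean compound inhibition plus 3 SD, cut at about 60% in these data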;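 further: 0% = DMSO wells and 100% = LY294002 at 200 µM; higher means less KLF5 promoter-driven luciferase light; inactives centre near -14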
TRPC4 block = blocks the mouse TRPC4 cation channel; Q9QUQ5; HEK293 TRPC4beta/mu-opioid, DAMGO-evoked Fluo4 calcium flux; stronger effect = lower value; B-score at 10 µM; 0.39% of 300,000 active;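 active means B-score over 3 SD under the library average, no early fluorescence shift, positive overall ratio signal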
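System: stable TRPC4beta/mu-opioid receptor HEK293 cells; Dosing: single-point compound dosing; Measured by: Fluo4 Ca2+ flux fluorescence; Read-out basis: per-well B score of integrated baseline-normalized Fluo4 ratio.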
SKKanGAS inh = blocks kanamycin growth of S. pyogenes SKKanGAS strain; BacTiter-Glo, 6 h; inhibition, % at 7.5 µM; 1.3% of 300,000 active; AID 1662;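 active means mean replicate score, as percent of positive control median, at least 50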;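 further: strain carries kanamycin resistance gene driven by streptokinase promoter and grows in 40 µg/ml kanamycin; loss of luminescence reflects streptokinase promoter inhibition or plain growth inhibition; 0% = median of DMSO wells and 100% = positive control at its reference dose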
An asterisk follows results filed as active; i = inactive; . = not tested or not shown.

molecule	TRPC6 inh	SKKanGAS inh	IEC-6 tox	aSyn UTR inh	TRPC4 potent	HIF act	KLF5 inhibitor	TRPC4 agonist	TRPC4 block	MrgX1 antag	TRPC6 activator
Cn1cccc1/C=C1\CC(C(C)(C)C)C/C(=C\c2cccn2C)C1=O (stereo not drawn)	i	9.6	0.0	1.2	i	-0.1	-15.2	i	i	i	30.4*
CCOc1cc(C)c(Cl)cc1S(=O)(=O)n1ccnc1	i	-8.1	2.0	-3.6	i	-0.1	-10.4	i	i	i	i
CCCNc1cc(=O)n(C)c(=O)n1C	i	-2.6	-3.8	-22.9	i	-0.1	-28.4	i	i	i	i
Cc1ccc(-n2nnnc2SCC(=O)N2CCc3ccccc3C2)c(C)c1	i	4.8	-6.3	21.7	i	0.2	14.5	i	i	i	i
O=C(O)COc1ccc(-c2nnn(CC(=O)O)n2)cc1	i	-2.4	3.3	10.2	i	-0.2	-29.4	i	i	i	i
Cc1cc2cc(CNC(=O)c3cccs3)ccc2n1C	i	-3.0	4.8	-18.0	i	-0.4	7.6	i	i	i	i
C/C(CC(=O)NC1CCCC1)=N\NC(=O)Cc1cccs1	i	4.3	0.1	2.0	i	0.3	-14.4	i	i	i	i
CCNc1nc(NCC)n2c(SCC(=O)Nc3ccc(F)cc3[N+](=O)[O-])nnc2n1	i	-7.7	-3.9	-9.7	i	-0.1	-11.1	i	i	i	i
Cc1ccc(NC(=O)c2cc(=O)c3ccccc3o2)cc1S(=O)(=O)N1CCOCC1	i	1.5	8.0	19.9	i	-0.4	-22.6	i	i	i	i
CCOC(=O)c1ccc(NC(=O)CSC2=NN3CCCC(=O)N=C3S2)cc1	i	-9.5	1.1	-41.8	i	-0.6	-18.2	i	i	i	i
Cc1ccc(-c2nnc(Nc3ccc(C(=O)N(C)C)cc3)c3ccccc23)cc1S(=O)(=O)NCC1CCCO1 (stereo not drawn)	i	1.0	-1.3	-5.5	i	-0.3	-6.4	i	i	i	i
CCOC(=O)N1CCC(NC(=O)CSCc2nc(-c3ccccc3Cl)oc2C)CC1	i	-4.6	-3.9	23.7	i	0.8	-16.4	i	i	i	i
Cc1ccc(CS(=O)Cc2ccc(C(=O)NCc3ccc(OC(C)C)cc3)o2)cc1 (stereo not drawn)	i	6.6	-1.1	-12.6	i	-0.2	-10.6	i	i	i	i
O=C(Cc1cccs1)N1CCC(c2nc3c(nnn3Cc3ccc(F)cc3)c(=O)[nH]2)CC1	i	4.9	2.8	12.4	i	-0.1	2.6	i	i	i	i
Cn1ncc(Br)c1C(=O)Nc1ccc(Cl)cn1	i	6.6	-3.1	-19.0	i	0.6	-0.4	i	i	i	i

Remaining list, next part.
molecule	TRPC6 inh	SKKanGAS inh	IEC-6 tox	aSyn UTR inh	TRPC4 potent	HIF act	KLF5 inhibitor	TRPC4 agonist	TRPC4 block	MrgX1 antag	TRPC6 activator
COC(=O)c1ccc(-c2noc(CN(Cc3nccn3C)C(C)C)n2)cc1	-5.08*	7.0	-3.7	3.8	i	-0.5	-8.4	i	i	i	i
CCOc1ccc2[nH]c3c(NCCOC)ncnc3c2c1	i	-1.4	0.6	-60.1	i	2.0	-68.0	i	i	i	i
COc1ccc(/C=N/NC(=O)c2ccc3ccccc3c2)cc1OS(=O)(=O)c1ccc(NC(C)=O)cc1	i	29.6	4.0	-21.9	i	1.2	11.0	i	i	i	i
FC(F)(F)c1nnc2ccc(N3CCN(c4ccccc4)CC3)nn12	i	-0.1	-0.6	-26.5	i	0.0	-22.7	i	i	i	i
O=C(Nc1cccc(Cl)c1)Nc1c[nH]c(=O)[nH]c1=O	i	-6.7	-5.6	-19.0	i	-7.2	-55.8	i	i	i	i
CN(Cc1ccccc1)C(=O)Cc1ccccc1	i	2.1	-3.4	1.3	i	-0.6	-36.8	i	i	i	i
CCC(=O)/C=C1\Sc2ccc(OC)cc2N1CC	i	-10.1	-1.1	20.8	i	-0.7	-6.2	i	i	i	i
COc1cc(S(=O)(=O)Nc2ccccc2C)ccc1NC(=O)c1ccncc1	i	-1.4	0.4	2.6	i	-0.1	-13.0	i	i	i	i
Cc1ccc(/C=C/C(=O)c2ccc([N+](=O)[O-])o2)cc1	i	66.8*	.	-34.0	i	-0.9	.	i	i	i	i
O=C(CCNC(=O)N1CCn2c1nc1ccccc12)NCc1ccccc1Cl	i	-1.8	7.0	-5.7	i	0.1	13.4	i	i	i	i
COCCCNC(=O)CN(c1ccc(Cl)c(Cl)c1)S(C)(=O)=O	i	2.6	5.0	16.7	i	0.1	-17.0	i	i	i	i
CCOCCCNC(=O)C(NC(=O)Cc1cccs1)c1ccc(OC)cc1 (stereo not drawn)	i	-1.5	-3.9	-2.1	i	-0.9	-18.3	i	i	i	i
Cc1cc(C=NCCCO)c(C)n1-c1cc(Cl)ccc1Cl	i	-1.0	8.3	16.1	i	-1.6	7.2	i	i	.	i
Cn1ccnc1C(O)c1cc(C(C)(C)C)c(O)c(C(C)(C)C)c1 (stereo not drawn)	i	-3.1	-4.2	-8.6	i	-0.3	-9.2	i	i	i	i
Cc1cc(/C=C2\C(=N)N3N=C(C(C)C)SC3=NC2=O)c(C)n1-c1ccccc1	i	26.4	-1.6	-31.0	i	0.4	-3.8	i	i	i	i

Additional entries:
molecule	TRPC6 inh	SKKanGAS inh	IEC-6 tox	aSyn UTR inh	TRPC4 potent	HIF act	KLF5 inhibitor	TRPC4 agonist	TRPC4 block	MrgX1 antag	TRPC6 activator
COc1ccccc1NC(=O)COC(=O)/C=C/c1ccc2c(c1)OCO2	i	-5.5	1.4	-17.5	i	0.1	-8.0	i	i	i	i
COc1ccccc1NC(=O)Cn1nc(Cc2cccnc2)c2ccccc2c1=O	i	3.3	-5.4	15.8	i	-0.6	-10.9	i	i	i	i
CC(=O)c1cccc(NC(=O)CSc2ncc(C(=O)Nc3ccccc3)c(=O)n2C)c1	i	17.9	.	-12.5	i	-1.2	.	i	i	i	i
Cc1noc(NS(=O)(=O)c2ccc(NC(=O)c3ccc(OC(C)C)cc3)cc2)c1C	i	8.0	2.4	17.1	i	-0.3	-6.3	i	i	i	i
CCOc1ccc(N(CC(=O)Nc2c(C)cccc2C)S(=O)(=O)c2c(C)[nH]c(=O)[nH]c2=O)cc1	i	1.6	0.9	5.1	i	-0.4	-18.1	i	i	i	i
COc1cccc(C(=O)Nc2c3c(nn2-c2ccccc2C)CS(=O)C3)c1OC (stereo not drawn)	i	-2.1	-3.4	7.2	i	-1.3	4.7	i	i	i	i
COc1ccccc1C(=O)CSc1ccccn1	i	1.1	0.9	-95.2	i	1.4	-62.5	i	i	i	i
CCOc1ccc(/C=C2\SC(N3CCc4ccccc4C3)=NC2=O)cc1	i	18.0	3.8	9.5	i	0.0	-16.2	i	i	i	i
O=C(c1cc(-c2ccc(Cl)cc2Cl)on1)N1CCCC1	i	-8.3	-2.6	52.8	i	-4.6	-12.7	i	i	i	i
Cc1ccc(C)c(NC(=O)c2nc(-c3ccccc3)n(-c3ccccc3)n2)c1	i	1.0	-2.4	22.4	i	-0.4	-35.1	i	i	i	i
Oc1ccc(C(=S)N2CCCCC2)cc1Cl	i	-2.1	-0.7	-1.7	i	1.2	-15.8	i	i	i	i
COc1ccc(OC)c(-c2csc(NC(=O)CSc3ccccc3)n2)c1	i	25.7	3.3	0.3	i	-0.2	-30.5	i	i	i	i
Cc1ccc(OCc2nnc(NC(=O)c3cccnc3)s2)cc1	i	6.4	2.1	-4.1	i	-0.2	-26.9	i	i	i	i
CCOC(=O)N/N=C/c1c(C)c(C(=O)c2ccc(F)cc2)n2ccccc12	i	13.4	-5.2	20.9	i	0.2	-32.1	i	i	i	i
COc1ccc(/C=N/NC(=O)c2cccc([N+](=O)[O-])c2)cc1OC	i	-8.5	4.3	-29.4	i	0.0	2.1	i	i	i	i

Rewritten with values under each structure: 5 of the compounds above.
Below each compound: TRPC6 inh	SKKanGAS inh	IEC-6 tox	aSyn UTR inh	TRPC4 potent	HIF act	KLF5 inhibitor	TRPC4 agonist	TRPC4 block	MrgX1 antag	TRPC6 activator
- Cc1ccc(OCc2nnc(NC(=O)c3cccnc3)s2)cc1
 : i	6.4	2.1	-4.1	i	-0.2	-26.9	i	i	i	i
- COc1ccc(/C=N/NC(=O)c2cccc([N+](=O)[O-])c2)cc1OC
 : i	-8.5	4.3	-29.4	i	0.0	2.1	i	i	i	i
- Oc1ccc(C(=S)N2CCCCC2)cc1Cl
 : i	-2.1	-0.7	-1.7	i	1.2	-15.8	i	i	i	i
- COc1ccccc1C(=O)CSc1ccccn1
 : i	1.1	0.9	-95.2	i	1.4	-62.5	i	i	i	i
- COc1ccccc1NC(=O)COC(=O)/C=C/c1ccc2c(c1)OCO2
 : i	-5.5	1.4	-17.5	i	0.1	-8.0	i	i	i	i

New compounds follow:
molecule	TRPC6 inh	SKKanGAS inh	IEC-6 tox	aSyn UTR inh	TRPC4 potent	HIF act	KLF5 inhibitor	TRPC4 agonist	TRPC4 block	MrgX1 antag	TRPC6 activator
CC(NC(=O)CSCc1ccccc1Br)c1ccccc1 (stereo not drawn)	i	-0.6	-0.3	8.8	i	-0.7	-19.1	i	i	i	i
CC(Oc1ccc(Cl)cc1)C(=O)Nc1ncccn1 (stereo not drawn)	i	1.0	2.5	4.0	i	.	-34.3	i	i	i	i
CCOc1ccc(N2CC(C(=O)OCC(=O)c3ccc(OC)cc3)CC2=O)cc1 (stereo not drawn)	i	-0.1	6.3	7.8	i	-0.3	-4.7	i	i	i	i
Cc1nonc1NC(=O)CSc1nc2ccc(Cl)cc2[nH]1	i	-1.7	-2.0	17.9	i	0.9	-32.9	i	i	i	i
COc1ccccc1Nc1nnc(SCC(=O)NC(=O)Nc2ccc3c(c2)OCCO3)s1	i	5.7	-4.1	0.7	i	-2.5	-29.1	i	i	i	i
CCc1ccc(C(=O)/C=C/c2cnn(C)c2C)s1	i	-1.0	1.8	-117.5	i	-0.9	-155.5	i	i	i	i
O=Cc1cnc(N2CCN(c3ccccc3)CC2)s1	i	-5.2	-2.6	-13.6	i	-0.2	-75.2	i	.	i	i

Compound activity as filed in PubChem BioAssay.
